# High-throughput results as filed in PubChem BioAssay.
# P. falciparum M1AAP = malaria alanyl aminopeptidase activity blockers – biochemical, fluorogenic H-Leu-NHMec substrate, 1536-well (AID 1445); inhibition, % at 30 µM, or IC50 in µM where a hit was titrated; recombinant M1AAP, H-Leu-NHMec fluorogenic kinetic assay; higher % means a stronger effect; 0.42% of 220,000 active;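 active means primary inhibition above the hit cutoff, then over 50% inhibition at one or more dose response concentrations, cut at about 23% in these data, passing the limit was not always enough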;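 further: plate controls were DMSO full reaction for no effect and no enzyme background for full effect; strong numbers were not always called active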
# TNAP activation fold = stimulation of alkaline phosphatase TNAP activity – biochemical, luminescent, no phosphate acceptor, uHTS, primary screen (AID 1001); one-dose activation fold at 20 µM; EC50 in µM for titrated hits; purified TNAP, luminescent activation assay, no phosphate acceptor; higher activation fold means a stronger effect; 0.03% of 200,000 active; in the data active means activation fold from about 3, or a potency from the dose series; inactive means the rest, 99 in 100 with activation fold below about 1.6; further: many of its hits are not listed in these tables
# P. falciparum M17LAP = P. falciparum M17LAP inhibitors, primary screen, biochemical, fluorogenic H-Leu-NHMec substrate, 1536-well (AID 1619). recombinant M17LAP, H-Leu-NHMec fluorogenic kinetic assay; higher % means a stronger effect. 0.38% of 220,000 active. inhibition, % at 30 µM, or IC50 in µM where a hit was titrated;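 active means compound inhibiting the enzyme by more than half at any dose during confirmatory dose-response retesting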;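 further: plate controls were full reaction with DMSO carrier for no effect and no enzyme background for full effect; strong numbers were not always called active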
# Siah-1 displacement = Siah-1 peptide-binding antagonists, primary screen, biochemical, fluorescence polarization, rhodamine-plectin, uHTS (AID 1817); Siah-1 / rhodamine-plectin peptide fluorescence polarization; higher % means a stronger effect; displacement, % at 20 µM, or IC50 in µM where a hit was titrated; 0.02% of 290,000 active;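 active means displacement of at least 50% at 20 µM, with a fluorescence ratio check between 0.3 and a set limit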;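 further: plate controls were Siah plus tracer with DMSO for no effect and tracer alone without Siah for full effect; strong numbers were not always called active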
# Lipid droplet = modulators of hepatic lipid droplet formation; AID 1656; AML12 mouse hepatocytes, oleate lipid droplets, BODIPY imaging; inhibition, % at 6.5 µM; 0.4% of 240,000 active;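 active means lipid droplet intensity inhibited by at least 50%, with more than 500 cells counted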
#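 Material: mouse AML12 hepatocyte cell line, fixed after treatment; Timing: compound with oleate, overnight; Technique: high-content imaging of BODIPY-stained droplets and DAPI nuclei; Probe or stimulus: oleate, 100 µM final; Dosing: compound at 6.5 µM only.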
# human PMI inhibitors = human PMI inhibitors, high substrate, primary screen, biochemical, fluorescence intensity, high mannose 6-phosphate (AID 1220) | recombinant PMI enzyme, coupled fluorescence intensity; higher % means a stronger effect | one-dose inhibition, % at 20 µM; IC50 in µM for titrated hits | 0.66% of 190,000 active
# PMI inhibitors = inhibitors of human PMI, primary screen, biochemical, fluorescence intensity, coupled assay (AID 1209); 0.42% of 190,000 active; purified PMI enzyme, coupled fluorescence intensity; higher % means a stronger effect; inhibition, % at 20 µM; hits with a dose series show IC50 in µM;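 further: plate controls were DMSO vehicle for no effect and wells lacking substrate for full effect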
# UTI89 phage lysis = inhibition of K1F phage lysis, E. coli UTI89, bacterial capsule biogenesis inhibitors, alamar blue (AID 488966) | E. coli UTI89 K1F phage lysis, alamar blue, 2 h; higher % means a stronger effect | inhibition, % at 100 µM; hits with a dose series show IC50 in µM | 0.02% of 340,000 active;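 active means phage lysis inhibition, versus mean bacterial control, above a set limit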;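 further: capsule biogenesis inhibitors block K1F phage lysis so surviving cells raise fluorescence; higher fluorescence means more inhibition of phage lysis; actives were called in the ten point dose series up to 300 µM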
# XIAP displacement = XIAP antagonists, biochemical, IAP family, fluorescence polarization (AID 1018) | XIAP BIR domain, fluorescence polarization peptide displacement; higher % means a stronger effect | displacement, % at 20 µM; hits with a dose series show IC50 in µM | 0.007% of 200,000 active; in the data active means displacement above about 50%; further: a part of the inactive calls stands beside numbers as strong as those of hits
# Lipid droplet cells 6.5 µM = also measured in Lipid droplet; calls as there; cell count; measured here: cell count, cytotoxicity flag;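 cells counted across two imaged fields per well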
# An asterisk follows results filed as active; i = inactive; · = no result given; [ ] = another dose, or the depositor's remark. Unless noted, no stated cut-off is given here; in the data, active means inhibition above about 50%; inactive means the rest.
SMILES,P. falciparum M1AAP,TNAP activation fold,P. falciparum M17LAP,Siah-1 displacement,Lipid droplet,Lipid droplet cells 6.5 µM,human PMI inhibitors,PMI inhibitors,UTI89 phage lysis,XIAP displacement
Fc1ccc(C2c3[nH]c4ccccc4c3CCN2Cc2ccoc2)cc1 (stereo not given),8.5%,1.1,3.8%,13.1%,-1.5,715,22.3%,18.2%,1.8%,-2.6%
O=C(NCCN1CCOCC1)c1ccc(NC(=O)C2COc3ccccc3O2)cc1 (stereo not given),6.3%,1.1,3.9%,6.4%,5.1,726,1.1%,-0.9%,0.2%,-1.3%
CCOC(=O)c1cnn2c(N)c(C#N)nnc12,1.3%,1.1,0.5%,-1.3%,-6.4,731,-6.4%,-3.6%,0.9%,-6.7%
COc1ccc(OCC(=O)N2CCc3c([nH]c4ccccc34)C2c2ccccn2)cc1 (stereo not given),-0.8%,1.1,-11.9%,-1.7%,-6.9,715,16.3%,16.7%,0.5%,-4.4%
Cc1cccc(NC(=O)Nc2ccccn2)c1C,-1.9%,·,5.3%,-0.1%,7.1,723,·,·,0.0%,·
Cc1noc(C)c1COC(=O)CCc1nc2ccccc2c(=O)[nH]1,-5.4%,1.1,-1.9%,-4.3%,·,·,-6.2%,-13.8%,3.8%,-5.2%
Cc1c(NC(=O)CSc2nc3ccccc3[nH]2)c(=O)n(-c2ccccc2)n1C,2.6%,1.2,5.0%,2.4%,·,·,5.7%,1.2%,9.6%,-6.6%
O=C1C=C(Nc2ccccc2)CC(c2ccccc2)C1 (stereo not given),5.8%,0.9,2.9%,-0.3%,-15.0,687,11.0%,6.1%,-1.4%,0.4%
CSc1ncccc1C(=O)OCc1ccc(C#N)cc1,3.5%,0.8,16.9%,2.7%,3.8,752,-5.1%,4.0%,5.2%,-8.7%
CN(C)/C=N/c1sc2c(c1C(N)=O)CCCC2,9.7%,1.1,13.8%,3.7%,19.9,696,3.9%,-4.5%,0.1%,-8.2%
COc1ccccc1NC(=O)C1=C(C)Nc2nnnn2C1c1cccc(C)c1 (stereo not given),-5.8%,1.1,0.0%,-2.5%,·,·,-7.0%,-4.8%,1.0%,0.3%
O=C(NCC12CC3CC(CC(C3)C1)C2)c1nn2cccnc2c1Cl,0.7%,1,2.2%,-5.2%,11.8,836,4.0%,18.0%,8.5%,-0.6%
Cc1onc(-c2ccccc2)c1C(=O)NCCc1ccc(Cl)cc1,-0.8%,1,5.2%,-3.5%,·,·,-7.9%,-15.6%,1.4%,-2.8%
CCCn1c(-c2ccc(OC)cc2)nc2c(=O)n(C)c(=O)[nH]c21,2.5%,1.1,8.8%,-1.0%,9.9,746,3.9%,10.5%,0.3%,-5.5%
Oc1cccc(NC(=S)Nc2ccc(SC(F)F)cc2)c1,-0.3%,1.1,12.7%,-4.9%,-25.8,420,23.3%,18.1%,-2.1%[50 µM],-12.4%
FC(F)(F)c1cc(Sc2ccccc2)nc(-c2ccccn2)n1,5.1%,0.9,4.0%,0.9%,·,·,5.8%,-0.2%,0.6%,-3.5%
Cc1cc(C)c2cc3c(N)c(C(=O)Nc4c(C)[nH]c(=O)[nH]c4=O)sc3nc2c1,-2.9%,1.2,13.4%,-0.5%,-22.6,632,-19.7%,5.9%,-0.1%,-4.8%
CCOC(=O)C(CCCCP(=O)(c1ccccc1)c1ccccc1)(NC(C)=O)C(=O)OCC,0.1%,·,-4.5%,2.8%,16.6,722,·,·,2.8%,·
Cc1nn(-c2ccccc2)c2nc(N)c(C#N)c(-c3ccc(C(C)(C)C)cc3)c12,3.7%,·,-6.0%,0.0%,0.2,642,·,·,0.9%,·
Cn1c(=O)c2c(nc(-n3ccnc3)n2C)n(C)c1=O,4.5%,1.1,-4.4%,-0.6%,4.4,739,10.1%,3.3%,2.3%,-2.9%

# Results in Siah-1 displacement (2 entries from above):
SMILES,Siah-1 displacement
Cc1cc(C)c2cc3c(N)c(C(=O)Nc4c(C)[nH]c(=O)[nH]c4=O)sc3nc2c1,-0.5%
COc1ccccc1NC(=O)C1=C(C)Nc2nnnn2C1c1cccc(C)c1 (stereo not given),-2.5%

# More results.
SMILES,P. falciparum M1AAP,TNAP activation fold,P. falciparum M17LAP,Siah-1 displacement,Lipid droplet,Lipid droplet cells 6.5 µM,human PMI inhibitors,PMI inhibitors,UTI89 phage lysis,XIAP displacement
NS(=O)(=O)c1ccc(-c2ccc(C=O)o2)cc1,13.6%,1,29.3%,1.5%,-8.4,662,0.9%,-6.3%,·,-10.5%
Cc1ccc(-n2nc(C)c(C(=O)O)n2)c(C)c1,-2.6%,1,2.9%,1.9%,-13.1,534,-2.3%,6.0%,2.0%[50 µM],-1.1%
CC(C)c1ccc2[nH]c(O)c(N=NC(=O)c3cccc(S(=O)(=O)Nc4ccccc4Cl)c3)c2c1,-3.1%,0.9,9.5%,2.2%,-10.9,636,-18.2%,-13.7%,0.4%,-9.5%
CCS(=O)(=O)Nc1ccc(C(=O)OC)cc1,5.8%,1.1,4.2%,1.1%,17.8,663,0.3%,1.9%,1.1%,-4.1%
CCOc1ccc2nc(NCCNC(=O)C3CC3)c(C)cc2c1,·,1.1,·,1.1%,·,·,8.2%,2.3%,-0.2%,0.0%
O=C(Nc1ccc(OCC(F)(F)C(F)F)cc1)c1ccncc1,3.6%,1,3.0%,-6.1%,20.1,634,13.2%,9.5%,-0.1%,-7.0%
CC1(C)CN(c2ccc(N3CC(C)(C)C3=O)cc2)C1=O,3.4%,1,-17.1%,-0.4%,-4.4,688,-12.5%,-15.3%,1.2%,-7.7%
CC(=O)c1nn(-c2ccccc2)cc1C(=O)c1ccc(Br)cc1,-0.2%,1,7.7%,12.7%,-0.4,625,-5.9%,2.5%,0.0%,-0.3%
Nc1nc(SCC(=O)NCCc2ccccc2)[nH]c(=O)c1-c1ccccc1,4.1%,1.1,-1.7%,5.3%,3.6,661,1.0%,-0.1%,·,-6.5%
COCCCNC(=O)c1ccc(N(C)S(=O)(=O)c2ccc(OC)cc2)cc1,-0.8%,1,6.4%,1.2%,-20.6,622,1.4%,0.5%,0.5%,-3.3%
COC(=O)c1cc(C(=O)OC)cc(N2C(=O)CN=C2Nc2nc(C)cc(C)n2)c1,-2.3%,1.1,-12.1%,1.9%,-1.5,757,-1.2%,1.8%,0.2%,-2.5%
Cc1ccc(Nc2nnc(SC3CCOC3=O)s2)c(C)c1 (stereo not given),-1.1%,0.9,2.57µM*,-6.7%,-3.7,572,1.3%,-0.1%,0.0%,-6.1%
CC(C)CCNc1cc(=O)n(C)c(=O)n1C,6.2%,1.1,-13.0%,-2.3%,3.3,739,-0.7%,6.1%,-0.1%,-3.6%
O=C(CSc1nnc(Cc2ccccc2)o1)NCc1ccc2c(c1)OCO2,11.1%,1.1,16.1%,-1.1%,4.4,667,5.5%,5.8%,-0.7%,-20.6%
COc1ccc(S(=O)(=O)N(CCC#N)Cc2ccco2)cc1OC,8.1%,·,-3.1%,5.0%,-0.6,714,·,·,-0.3%,·
O=C(c1ccc2c(c1)OCO2)N1CCC2(CC1)Oc1ccc(F)cc1C(=O)C21CC(c2ccc(Cl)cc2)=NO1 (stereo not given),8.1%,·,-6.1%,16.3%,·,·,·,·,3.1%,·
CC(=O)c1cnc2sccn2c1=O,22.1%,1,4.7%,1.1%,·,·,-0.1%,-3.7%,3.2%,-4.8%
CC(C)CC(NC(N)=O)C(=O)Nc1ccc(Cl)c(Cl)c1 (stereo not given),4.7%,1.1,0.9%,-1.5%,5.7,665,-4.4%,-2.9%,-0.3%,-3.6%
Cc1c(NC(=O)CSCc2ccc(Br)cc2)c(=O)n(-c2ccccc2)n1C,0.3%,1.1,21.1%,1.4%,0.0,662,7.6%,7.4%,0.4%,-5.3%
Cc1cccc(OCC(=O)OCC(=O)c2c(N)n(C)c(=O)n(C)c2=O)c1C,1.9%,1,8.3%,0.9%,26.2,578,3.8%,5.7%,i,-4.3%
CC(=O)c1cccc(NC(=O)CCOc2ccccc2)c1,1.7%,1.1,-2.1%,2.7%,-0.1,781,5.7%,6.9%,0.0%,-1.1%
CCNc1cc(Cl)nc(SC)n1,-3.3%,1.1,13.5%,-2.5%,·,·,-0.3%,7.3%,-0.3%,-1.9%
Cc1ccc(CNS(=O)(=O)c2c(C)n(C)c(=O)n(C)c2=O)cc1,1.3%,·,-1.9%,-4.3%,0.0,685,·,·,0.1%,·
Cn1cnnc1SCC(=O)NCc1cccc(C(F)(F)F)c1,-8.7%,1.1,1.0%,2.8%,-2.0,609,7.9%,8.3%,0.7%,-4.2%
COC(=O)c1cn(CCOc2ccccc2F)c2ccccc12,1.3%,1.2,4.0%,1.8%,15.5,783,13.9%,17.4%,0.0%,-2.6%
O=C1CCC([N+](=O)[O-])C(c2cccc3ccccc23)N1 (stereo not given),4.5%,1.1,-5.0%,1.7%,1.0,708,-6.6%,101.3%*,0.0%,-5.3%
O=C1CCN(S(=O)(=O)c2ccc(Cl)cc2)CCN1,-2.8%,·,0.9%,18.3%,22.9,791,·,·,0.1%,·
CSc1nc2c(c(=O)[nH]1)C(c1ccncc1)C(C(=O)OC(C)C)=C(C)N2 (stereo not given),-1.1%,1.1,-2.5%,0.2%,·,·,2.4%,2.1%,-0.1%,-2.1%
CCOC(=O)CC(NC(=O)c1ccco1)c1ccc(OC)cc1 (stereo not given),0.8%,1.1,11.9%,5.0%,·,·,5.5%,10.5%,-0.1%,-6.0%
O=C(NCc1ccc2c(c1)OCO2)C1CCC(CNS(=O)(=O)c2ccccc2)CC1 (stereo not given),2.5%,1.1,-10.0%,4.6%,-2.3,759,-6.8%,-9.4%,0.4%,3.2%
Cc1ccc(C)c(C(=O)COC(=O)CCCC(=O)Nc2cc(C(F)(F)F)ccc2Cl)c1,8.0%,1.1,10.9%,1.7%,8.3,720,11.4%,17.4%,-3.2%,-0.2%
Cc1sc(NC(=O)C2CCCO2)c(C(N)=O)c1C (stereo not given),0.1%,1,30.8%,0.6%,0.4,708,4.6%,18.8%,3.1%,-6.5%
Cc1cc(C)n2nc(SCC3COc4ccccc4O3)nc2n1 (stereo not given),-0.2%,1,18.6%,1.8%,·,·,10.2%,9.8%,-0.2%,-15.1%

# 3 entries picked at random from the list so far:
SMILES,P. falciparum M1AAP,TNAP activation fold,P. falciparum M17LAP,Siah-1 displacement,Lipid droplet,Lipid droplet cells 6.5 µM,human PMI inhibitors,PMI inhibitors,UTI89 phage lysis,XIAP displacement
Cc1cc(C)c2cc3c(N)c(C(=O)Nc4c(C)[nH]c(=O)[nH]c4=O)sc3nc2c1,-2.9%,1.2,13.4%,-0.5%,-22.6,632,-19.7%,5.9%,-0.1%,-4.8%
COC(=O)c1cn(CCOc2ccccc2F)c2ccccc12,1.3%,1.2,4.0%,1.8%,15.5,783,13.9%,17.4%,0.0%,-2.6%
Cc1ccc(-n2nc(C)c(C(=O)O)n2)c(C)c1,-2.6%,1,2.9%,1.9%,-13.1,534,-2.3%,6.0%,2.0%[50 µM],-1.1%
